ANO1 activ = activators or potentiators of mouse TMEM16A chloride channel; Q8BHY3; HEK293 TMEM16A/YFP-H148Q/I152L, iodide quench fluorescence; stronger effect = lower value; B-score at 10 µM; 0.3% of 340,000 active; AID 623877;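 active = fluorescence-ratio B-score plate-corrected deviation score at least 3 library SD below zero, with starting fluorescence score within 5 deviations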;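 note: channel opened by trigger with iodide after compound preincubation; score built on the fluorescence ratio of max minus min over baseline; more negative score means more quench and so TMEM16A activation or potentiation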
TRPC6 inh = blocks the mouse TRPC6 cation channel. Q61143. HEK293-TRPC6, membrane potential dye, ACh-evoked depolarization; stronger effect = lower value. B-score at 10 µM. 1.1% of 310,000 active. AID 2553;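 active = B-score under library mean minus 3 SD, initial fluorescence not abnormally high, positive integrated signal ratio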;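 note: B-score derived from integrated fluorescence ratio over the kinetic read; more negative B-score means stronger inhibition of depolarization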
Target sequence (Q61143 whole entry, looked up): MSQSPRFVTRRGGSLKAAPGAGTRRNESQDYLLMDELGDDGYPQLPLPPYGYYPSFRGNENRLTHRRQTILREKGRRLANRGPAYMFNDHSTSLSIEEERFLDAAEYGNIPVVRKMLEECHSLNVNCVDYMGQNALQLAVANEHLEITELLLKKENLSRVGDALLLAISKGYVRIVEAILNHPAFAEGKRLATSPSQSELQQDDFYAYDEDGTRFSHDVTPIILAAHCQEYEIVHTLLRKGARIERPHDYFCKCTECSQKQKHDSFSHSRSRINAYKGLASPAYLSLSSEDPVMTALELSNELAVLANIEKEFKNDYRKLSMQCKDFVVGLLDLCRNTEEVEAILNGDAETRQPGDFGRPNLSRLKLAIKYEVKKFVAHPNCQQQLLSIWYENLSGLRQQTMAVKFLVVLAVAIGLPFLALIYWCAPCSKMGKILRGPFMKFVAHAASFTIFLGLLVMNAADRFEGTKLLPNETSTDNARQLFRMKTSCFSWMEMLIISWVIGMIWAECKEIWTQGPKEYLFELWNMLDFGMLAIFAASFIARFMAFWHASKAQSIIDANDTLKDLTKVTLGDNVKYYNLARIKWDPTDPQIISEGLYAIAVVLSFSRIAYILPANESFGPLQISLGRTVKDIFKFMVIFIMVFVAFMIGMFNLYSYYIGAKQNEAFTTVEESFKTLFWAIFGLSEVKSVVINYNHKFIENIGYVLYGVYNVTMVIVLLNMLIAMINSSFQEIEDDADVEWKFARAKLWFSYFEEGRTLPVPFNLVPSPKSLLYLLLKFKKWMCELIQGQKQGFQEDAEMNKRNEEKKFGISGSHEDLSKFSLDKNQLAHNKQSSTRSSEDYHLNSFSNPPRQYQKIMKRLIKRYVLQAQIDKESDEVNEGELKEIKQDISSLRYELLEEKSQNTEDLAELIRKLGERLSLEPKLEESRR
MrgX1 agonist = human MrgX1 receptor agonism, primary screen; MrgX1-HEK293 cells, Fluo-4 calcium fluorescence, agonist mode; stronger effect = higher value; B-score at 10 µM; 0.44% of 310,000 active; AID 588627;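 active = calcium response B-score plate-corrected fluorescence ratio at least 3 library SD, with starting fluorescence B-score inside 5 SD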
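Test system: HEK293 cells stably expressing human MrgX1 receptor; Input: fifteen thousand cells per well; Dosing: compound delivered in addition one of three; Schedule: overnight seeding, then 1 h dark dye loading; Technique: Fluo-4 NW calcium fluorescence; Measure: B-scored fluorescence response ratio; Controls: positive and negative controls per plate.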
MrgX1 antag = human MrgX1 receptor antagonism, primary screen; MRGX1-HEK293 calcium flux, Fluo-4, BAM8-22 antagonism; stronger effect = lower value; B-score at 10 µM; 1.3% of 310,000 active; AID 588676;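 active = calcium-response B-score plate-corrected more than 3 library SD below zero, starting fluorescence within 5 deviations, no agonist response on first addition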;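 note: peak minus trough fluorescence over baseline after final BAM8-22 challenge near maximal dose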
TRPC4 inh = TRPC4 (mouse) channel inhibition; Q9QUQ5; HEK293 TRPC4beta/mu-opioid, DAMGO-evoked Fluo4 calcium flux; stronger effect = lower value; B-score at 10 µM; 0.39% of 300,000 active; AID 2247;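 active = B-score over 3 SD under the library average, no early fluorescence shift, positive overall ratio signal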
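Assay system: TRPC4beta/mu-opioid receptor HEK293 cell line; compound dosing: single concentration per test compound; detection: Fluo4 Ca2+ flux fluorescence; evaluation: per-well B score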
RGS4 block = inhibitors of human RGS4 | 0.45% of 310,000 active | P49798 | B-score at 10 µM | HEK293 M3R/RGS4 inducible, Fluo-4 calcium flux; stronger effect = higher value; triggered by carbachol at its EC20;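 active = B-score, a plate-corrected calcium signal, over three deviations above library mean, with baseline fluorescence within five deviations of library mean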;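 note: RGS4 expression induced by doxycycline in cells with stable M3 receptor; B-score is computed from the integrated fluorescence ratio over baseline after carbachol; higher B-score means a larger calcium signal and so more RGS4 inhibition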
ANO1 block = blocks the mouse calcium-activated chloride channel TMEM16A. Q8BHY3. HEK293 TMEM16A/YFP iodide influx fluorescence, ionomycin. AID 588511. normalized B-score (activity score, 25-100; higher = stronger inhibition) at 10 µM. 1.2% of 310,000 active;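 active = ratio plate-corrected score three or more library SD toward inhibition, starting fluorescence score within five deviations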;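 note: score derived from kinetic fluorescence span divided by baseline fluorescence per well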
MrgX1 allo act = allosterically activates human MrgX1 receptor signaling. Q96LB2. MrgX1-HEK293, Fluo-4 calcium flux, FDSS; stronger effect = higher value. B-score at 10 µM. 0.63% of 310,000 active. AID 588675;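 active = plate-corrected calcium response at least 3 library SD above typical, normal starting fluorescence, not activating the receptor alone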;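 note: compound read alongside a low EC10 to EC30 dose of BAM8-22 agonist; peak minus trough fluorescence over baseline measured at the second addition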
TRPC6 act = mouse TRPC6 channel activation; Q61143; HEK293-TRPC6 membrane potential dye fluorescence; stronger effect = higher value; B-score at 10 µM; 0.13% of 310,000 active; AID 2550;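 active = B-score of the integrated fluorescence ratio above library mean plus 3 SD, and starting fluorescence ratio within library mean plus 5 SD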;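 note: higher score means more depolarization so channel activation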
TRPC4 PAM = allosteric potentiators of mouse TRPC4 channel | Q9QUQ5 | HEK293 TRPC4beta/mu-opioid, DAMGO EC20, Fluo-4 Ca2+ flux; stronger effect = higher value | B-score at 10 µM | 0.42% of 310,000 active | AID 2227;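 active = B-score of calcium response area above 5 SD of library B-scores, with initial fluorescence ratio within 5 SD of library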;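 note: B-score of integrated fluorescence ratio over time as area under calcium response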
TRPC4 act = opens the mouse TRPC4 cation channel; Q9QUQ5; HEK293 TRPC4beta/mu-opioid, Fluo4 calcium fluorescence; stronger effect = higher value; B-score at 10 µM; 0.49% of 310,000 active;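 active = B-score above 5 SD of library B-scores, and initial fluorescence ratio not above library mean plus 5 SD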;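 note: positive B-score marks a calcium rise read as TRPC4 activation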
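System: HEK293 cells stably co-expressing mouse TRPC4beta and mu-opioid receptor; Schedule: Fluo4 dye loading 45 min at room temperature, 110 s recording; Detection: Fluo4 fluorescence, kinetic; Evaluation: B-scored integrated calcium fluorescence ratio; Controls: buffer (low) and maximal DAMGO (high).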
* hit, by the source's call; i = inactive; . = not tested or not shown.

SMILES	ANO1 activ	TRPC6 inh	MrgX1 agonist	MrgX1 antag	TRPC4 inh	RGS4 block	ANO1 block	MrgX1 allo act	TRPC6 act	TRPC4 PAM	TRPC4 act
Cc1ccc2c(c1)NC(=O)C(CC(=O)NCCN(CC(C)C)CC(C)C)O2 (stereo not given)	i	i	i	i	i	i	i	i	i	i	i
NS(=O)(=O)c1ccc(NC(=O)c2ccc3nccnc3c2)cc1	i	i	i	i	i	i	i	i	i	i	i
COCCn1c(-c2ccc(Cl)cc2)nc2oc3cc(OC)ccc3c(=O)c2c1=O	i	i	i	i	i	i	i	i	i	i	i
Cc1nnc(SCC(=O)NNC(=O)c2ccc(Br)cc2)n1C	i	i	i	i	i	i	i	i	i	i	i
COc1ccc(S(=O)(=O)N(C)CC(=O)N2CCN(c3ccccc3)CC2)cc1	i	i	i	i	i	i	i	i	i	i	i
CCOC(=O)C(C)n1cnc2c(nnn2Cc2ccc(C)cc2)c1=O (stereo not given)	i	i	i	i	i	i	i	i	i	i	i
CC12CC(c3ccccc3O1)N(C(=O)c1ccco1)C(=O)N2c1ccccc1 (stereo not given)	i	i	i	i	i	i	i	i	i	i	i
CCn1c(CNc2nc3ccccc3n2C(C)C)nc2ccccc21	i	i	i	i	i	i	i	i	i	i	i
CCOC(=O)N1CCC(N2Cc3cccc(C(=O)Nc4ccc(OCC)cc4)c3C2=O)CC1	i	i	i	i	i	i	i	i	i	i	i
CCCCCCNc1c([N+](=O)[O-])c(=O)sc2ccccc12	i	i	i	i	i	i	i	i	i	i	i
CN(C)c1ccc(NC(=S)NCC2CCCO2)cc1 (stereo not given)	i	i	i	i	i	i	i	i	i	i	i
CC(=O)Nc1cccc(-c2nc3ccccc3o2)c1	i	i	i	i	i	i	i	i	i	i	i
CN(C)c1nc(N/N=C/c2c[nH]c3ccccc23)nc(N2CCOCC2)n1	i	i	i	i	i	i	i	i	i	i	i
CCOc1c(O)ccc(/C=C2\SC(=S)NC2=O)c1[N+](=O)[O-]	i	i	i	i	i	i	i	i	i	i	i
CC(=O)Nc1ccc(S(=O)(=O)N2CCN(c3nc4ccccc4n3CC(C)C)CC2)cc1	i	i	i	i	i	i	i	i	i	i	i
CCN(Cc1ccccc1)c1ccc(/C=N/N2CCOCC2)cc1	i	i	i	i	i	i	i	i	i	i	i
Cn1c(=O)c(C(=O)COc2ccc(F)cc2Cl)c(N)n(Cc2ccccc2)c1=O	i	i	i	i	i	i	i	i	i	i	i
CC1CN(C(=S)Nc2ccc(Cl)cc2)CC(C)O1 (stereo not given)	i	i	i	i	i	i	i	i	i	i	i
Cc1ccc(-c2nnc(/C=C/c3ccccc3)o2)cc1	i	i	i	i	i	i	i	i	i	i	i
CC(=O)Nc1nc(C)c(Oc2ccc(C)cc2)c(=O)[nH]1	i	i	i	i	i	i	i	i	i	i	i
COc1ccc(S(=O)(=O)NNC(=O)Nc2ccc(F)cc2F)c(OC)c1	i	i	i	i	i	i	i	i	i	i	i
COc1cc(OC)cc(C(=O)Nc2ccc(NC(=O)c3ccco3)c(Cl)c2)c1	i	i	i	i	i	i	i	i	i	i	i
CCc1ccc(OCC(=O)Nc2cc(S(=O)(=O)CC)ccc2O)cc1	i	i	i	i	i	i	i	i	i	i	i
COc1cc(C2C(C(=O)c3ccc(C)o3)=C(O)C(=O)N2c2cc(C)on2)cc(Br)c1O (stereo not given)	i	i	i	i	i	i	i	i	i	i	i
O=C(CN(c1ccc(F)cc1)S(=O)(=O)c1ccccc1)NC1CCCCCC1	i	i	i	i	i	i	i	i	i	i	i
Next compounds:
SMILES	ANO1 activ	TRPC6 inh	MrgX1 agonist	MrgX1 antag	TRPC4 inh	RGS4 block	ANO1 block	MrgX1 allo act	TRPC6 act	TRPC4 PAM	TRPC4 act
COc1ccccc1-n1cnnc1SCC(=O)Nc1cc(C(C)(C)C)nn1-c1ccccc1	i	i	i	i	i	i	i	i	i	i	i
COc1ccc(NC(=O)c2cccnc2)c(OC)c1	i	i	i	i	i	i	i	i	i	i	i
Cc1ccc(Cn2ncc3c(N4CCN(c5ccccc5C)CC4)ncnc32)cc1	i	i	i	i	i	i	i	i	i	i	i
C/C(CCN1CCc2nc(-c3ccccc3)c(-c3ccccc3)cc2C1)=N\O[C@@H](C)c1cn([C@H](CO)Cc2ccccc2)nn1	.	i	i	i	i	i	i	i	i	i	i
Cc1cc(Br)cc(C)c1NC(=O)c1ccccc1[N+](=O)[O-]	i	i	i	i	i	i	i	i	i	i	i
COc1ccc([N+](=O)[O-])c(OC)c1C(=O)NC(=O)Nc1nc(C)nc(C)n1	i	i	i	i	i	i	i	i	i	i	i
OCCCn1c(C2CCCN2c2nc(-c3ccc(Cl)cc3)cs2)nc2cc(Cl)c(Cl)cc21 (stereo not given)	i	i	i	i	i	i	i	i	i	i	i
CN(C)S(=O)(=O)c1cccc(NC(=O)c2cc(-c3cccs3)nn2-c2ccccc2)c1	i	i	i	i	i	i	i	i	i	i	i
CCOC(=O)C(C(C)=O)=C1SC2CS(=O)(=O)CC2S1 (stereo not given)	i	i	i	i	i	i	i	i	i	i	i
CCOC(=O)Cn1nnnc1C(CC)N(Cc1cccs1)Cc1cc2cc(C)ccc2[nH]c1=O (stereo not given)	i	i	i	i	i	i	i	i	i	i	i
CC(=O)N1CCN(CC(=O)Nc2cc([N+](=O)[O-])ccc2Cl)CC1	i	i	i	i	i	i	i	i	i	i	i
Cc1oc(/N=C/c2ccc3c(c2)OCO3)c(C#N)c1C	i	i	i	i	i	i	i	i	i	i	i
Cc1ccc(S(=O)(=O)N(CC(=O)N(C(C)C)C(C)C)C(=O)N2CCN(C)CC2)cc1	i	i	i	i	i	i	i	i	i	i	i
CSc1nnc(-c2ccccc2)n1C	i	i	i	i	i	i	i	i	i	i	i
COC(=O)C1=NN(c2ccccc2)C2(S1)S/C(=C\c1ccccc1)C(=O)N2c1ccccc1 (stereo not given)	i	i	i	i	i	i	i	i	i	i	i
CCCC[n+]1ccn(-c2nc3c([N+](=O)[O-])cccc3n2C)c1	i	i	i	i	i	i	i	i	i	i	i
c1ccc(-c2n[nH]c(-c3ccccn3)n2)nc1	i	i	i	i	i	i	i	i	i	i	i
O=C(Nc1ncc(S(=O)(=O)c2ccc([N+](=O)[O-])cc2)s1)c1ccc2ccccc2c1	i	i	i	i	i	i	100*	i	i	i	i
CCc1cc(-c2n[nH]c(C)c2-c2nc3ccccc3s2)c(O)cc1OCC(=O)NN	i	i	i	i	i	i	i	i	i	i	i
O=C(Cn1c(C(F)(F)F)nc2ccccc21)c1ccc(Br)cc1	i	i	i	i	i	i	i	i	i	i	i
Cc1c(NC(=O)N(C)C)c(=O)n(-c2ccccc2)n1C	i	i	i	i	i	i	i	i	i	i	i
CCOc1ccc(N2CC(C(=O)Nc3ccc(S(=O)(=O)N4CCCC4)cc3)CC2=O)cc1 (stereo not given)	i	i	i	i	i	i	i	i	i	i	i
O=C(COC(=O)C1CCN(C(=O)Nc2ccccc2)CC1)NCC(F)(F)F	i	i	i	i	i	i	i	i	i	i	i
CCN1C(=O)C(Cc2nc3ccccc3c(=O)n2C)c2ccccc21 (stereo not given)	i	i	i	i	i	i	i	i	i	i	i
COC(=O)c1cc(Cl)c(NC(=O)/C=C/c2ccc(Cl)cc2)cc1OC	i	i	i	i	i	i	i	i	i	i	i
(list continues)
SMILES	ANO1 activ	TRPC6 inh	MrgX1 agonist	MrgX1 antag	TRPC4 inh	RGS4 block	ANO1 block	MrgX1 allo act	TRPC6 act	TRPC4 PAM	TRPC4 act
CC(c1ccc(F)cc1)n1cc(C(=O)NCCN(C)C)nn1 (stereo not given)	i	i	i	i	i	i	i	i	i	i	i
CC(C)C(NS(=O)(=O)c1cccs1)C(=O)NCc1ccccc1Cl (stereo not given)	i	i	i	i	i	i	i	i	i	i	i
COc1ccc([N+](=O)[O-])cc1N(CC(O)CN1CCCCC1)S(=O)(=O)c1ccccc1 (stereo not given)	i	i	i	i	i	i	i	i	i	i	i
Cc1cccc(C2Nc3ccccc3C(=O)N2c2ccc(F)cc2)n1 (stereo not given)	i	i	i	i	i	i	i	i	i	i	i
CC(=C/c1ccccc1)/C=N/n1c(C)n[nH]c1=S	i	i	i	i	i	i	i	i	i	i	i
Cc1c(C)c2ccc(OCC(=O)NC3CCN(Cc4ccccc4)CC3)c(C)c2oc1=O	i	i	i	i	i	i	i	i	i	i	i
Cc1cc(-c2cc(C(=O)NCc3ccccc3)on2)nc(S(C)(=O)=O)n1	i	i	i	i	i	i	i	i	i	i	i
CC(C)n1nc(C(=O)Oc2cc(Cl)ccc2Cl)c2ccccc2c1=O	i	i	i	i	i	i	i	i	i	i	i
CC(NC(=O)Nc1ccccc1C(F)(F)F)C1CCCO1 (stereo not given)	i	i	i	i	i	i	i	i	i	i	i
C#CCOCCOCCOCCNc1nc(N2CCN(C(=O)CCCCCCCCCCNC(=O)Cn3cc(C[C@@H](C)O)nn3)CC2)nc(N2CCN(C(=O)CCCCCCCCCCNC(=O)[C@H](CCCCN)n3cc(C[C@@H](C)CC)nn3)CC2)n1	i	.	i	i	.	.	i	i	.	.	.
O=C(NN=C1CCCC1)c1ccccc1[N+](=O)[O-]	i	-5.64*	i	i	i	i	i	i	i	i	i
CC1CCCCN1C(=O)CSc1nnc(-c2c[nH]c3ccccc23)o1 (stereo not given)	i	i	i	i	i	i	i	i	i	i	i
COC(=O)c1[nH]c2cccc(Cl)c2c1NC(=O)CN(C)C1CCCCC1	i	.	i	i	.	.	i	i	.	.	.
CCc1ccc(CNC(=O)CCn2nc(C)c3c(C)n(-c4ccccc4)nc3c2=O)cc1	i	i	i	i	i	i	i	i	i	i	i
NC(=O)C1(N2CCCCC2)CCN(C(=S)Nc2ccccc2)CC1	i	i	i	i	i	i	i	i	i	i	i
Cc1oc(-c2ccccc2Cl)nc1CN1CCCCC1c1cccnc1 (stereo not given)	i	i	40.6*	i	i	i	i	i	i	i	i

Screening results deposited in PubChem BioAssay by Johns Hopkins Ion Channel Center.
